# Screens as filed in PubChem.
# hIAP inh – human IAP inhibitors, primary screen, biochemical, luminescence, uHTS | Intestinal-type alkaline phosphatase (Homo sapiens), P09923 | purified IAP, CDP-Star luminescence, 30 min | inhibition, % at 10 µM | 330,000 compounds, 0.12% hits;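 active means inhibition reaching a set limit with compound at 10 µM in the primary screen, cut at about 35% in these data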;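 further: plate controls were DMSO wells with enzyme for no effect and no-enzyme buffer wells for full effect; values of inactives mirror those of a sister screen read the other way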
# Target sequence (P09923 whole entry, looked up): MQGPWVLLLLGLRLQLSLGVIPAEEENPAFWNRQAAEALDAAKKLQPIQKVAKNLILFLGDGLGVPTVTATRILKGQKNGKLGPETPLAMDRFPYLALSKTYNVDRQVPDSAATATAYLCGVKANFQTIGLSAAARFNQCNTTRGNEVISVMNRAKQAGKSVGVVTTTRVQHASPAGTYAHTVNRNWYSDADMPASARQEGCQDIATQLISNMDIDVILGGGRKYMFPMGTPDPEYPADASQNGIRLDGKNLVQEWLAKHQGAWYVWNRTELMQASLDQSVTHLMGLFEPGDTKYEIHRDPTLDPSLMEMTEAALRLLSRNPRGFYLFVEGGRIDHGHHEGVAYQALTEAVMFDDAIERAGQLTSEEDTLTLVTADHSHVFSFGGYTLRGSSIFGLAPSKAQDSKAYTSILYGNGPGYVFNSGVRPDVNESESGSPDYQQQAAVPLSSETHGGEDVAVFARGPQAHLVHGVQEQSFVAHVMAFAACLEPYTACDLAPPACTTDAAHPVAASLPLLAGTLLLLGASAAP
# hIAP act – human IAP activators, primary screen, biochemical, luminescence, uHTS; purified human IAP, CDP-Star luminescence, 30 min; stronger effect = higher value; 1 = vehicle-only enzyme, 0 = enzyme-free background; Intestinal-type alkaline phosphatase (Homo sapiens), P09923; 330,000 compounds, 0.16% hits; activation factor at 10 µM;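 active means activation factor of the enzyme at least 2-fold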; further: the source names both 10 and 20 µM as test concentration; values of inactives mirror those of a sister screen read the other way
# mIAP inh – inhibitors of mouse IAP, primary screen, biochemical, luminescence, uHTS | intestinal alkaline phosphatase [Mus musculus] | purified mouse IAP, CDP-Star luminescence, 30 min | inhibition, % at 10 µM | 330,000 compounds, 0.2% hits;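 active means inhibition of at least 40% at 10 µM in the primary screen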;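 further: plate controls were DMSO with enzyme for no effect and no enzyme wells for full effect; values of inactives mirror those of a sister screen read the other way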
# ATG4B inhibitor – ATG4B protease inhibitors, primary screen, biochemical, fluorescence, uHTS. ATG4B cleavage of LC3-PLA2, NBD-HPC fluorescence, 1 h. 340,000 compounds, 0.51% hits. inhibition, % at 8.33 µM. Cysteine protease ATG4B (Homo sapiens), Q9Y4P1. AID 504462, 2011; in the data active means inhibition above about 40%
# Target sequence (Q9Y4P1 whole entry, looked up): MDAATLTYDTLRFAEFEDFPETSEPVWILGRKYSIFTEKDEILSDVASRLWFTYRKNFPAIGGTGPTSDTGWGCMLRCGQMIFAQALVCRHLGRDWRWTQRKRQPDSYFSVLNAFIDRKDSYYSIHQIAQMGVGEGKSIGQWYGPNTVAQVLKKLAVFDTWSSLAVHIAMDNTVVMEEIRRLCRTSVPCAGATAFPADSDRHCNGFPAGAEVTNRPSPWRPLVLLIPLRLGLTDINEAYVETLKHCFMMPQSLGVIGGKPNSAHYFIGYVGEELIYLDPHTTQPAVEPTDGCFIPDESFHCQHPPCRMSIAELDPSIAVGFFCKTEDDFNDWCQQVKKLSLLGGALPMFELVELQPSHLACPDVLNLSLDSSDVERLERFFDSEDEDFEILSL
# A3A deaminase – APOBEC3A ssDNA deaminase inhibitors, primary screen, selectivity assay for APOBEC3G inhibitor project, biochemical, FAM/TAMRA oligo cleavage fluorescence; DNA dC->dU-editing enzyme APOBEC-3A (Homo sapiens), P31941; recombinant A3A, FAM/TAMRA ssDNA deamination fluorescence; inhibition, % at 20 µM; 330,000 compounds, 0.41% hits; AID 493011, 2011;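 active means at least 40% inhibition at 20 µM here, with at most 30% in a related deaminase screen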;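 further: plate controls were A3A with DMSO for no effect and wells lacking A3A enzyme for full effect; some results filed as inactive read as strong as hits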
# Target sequence (P31941 whole entry, looked up): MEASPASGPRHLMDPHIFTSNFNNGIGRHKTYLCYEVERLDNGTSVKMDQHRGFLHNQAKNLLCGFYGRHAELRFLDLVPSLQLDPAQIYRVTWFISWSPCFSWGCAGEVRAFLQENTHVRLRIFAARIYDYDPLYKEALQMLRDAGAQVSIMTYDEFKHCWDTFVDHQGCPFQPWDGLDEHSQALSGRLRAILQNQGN
# mIAP act – activators of mouse IAP, primary screen, biochemical, luminescence, uHTS | activation factor at 10 µM | muIAP, CDP-Star luminescence, 30 min; stronger effect = higher value; 1 = vehicle-only enzyme signal, 0 = enzyme-free wells | 330,000 compounds, 0.24% hits | intestinal alkaline phosphatase [Mus musculus];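 active means activation factor of at least 2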; further: the source names both 10 and 20 µM as test concentration; values of inactives mirror those of a sister screen read the other way
#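 Assay system: mouse IAP enzyme; reagent: chemiluminescent substrate CDP-Star; dosing: test compounds delivered from DMSO solution; schedule: 30 min at room temperature; measured by: luminescence from enzymatic CDP-Star hydrolysis; controls: DMSO-only wells and no-enzyme negative control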
# MPTP inh – mitochondrial permeability transition pore inhibitors, primary screen, biochemical, isolated mouse mitochondria, absorbance. Ca2+ swelling absorbance, 30 min. inhibition, % at 10 µM. 360,000 compounds, 1.4% hits. AID 602449, 2012;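 active means inhibition of 50% or more, scaled per plate between neutral and stimulator controls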;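 further: 0% = DMSO wells given calcium and 100% = 1 mM EGTA wells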
# beta cell repl – inducers of MIN6 beta-cell proliferation, primary screen, ATP luminescence, uHTS; MIN6 cells proliferation, ATPlite luminescence, 48 h; cells starved in 0.2% serum; 100% = growth in 10% serum; proliferation, % at 10 µM; 330,000 compounds, 0.29% hits; AID 2380, 2010;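 active means compounds whose signal lies at least 3.5 SD above the mean of all wells on their plate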;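 further: 0% = DMSO-treated cells in low-serum medium and 100% = 10% serum control; some compounds called inactive have numbers as strong as hits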
# APOBEC3G inh – APOBEC3G DNA deaminase inhibitors, primary screen, biochemical, fluorescence, single-stranded DNA substrate, uHTS; DNA dC->dU-editing enzyme APOBEC-3G (Homo sapiens), Q9HC16; recombinant A3G, ssDNA deamination FAM/TAMRA fluorescence; inhibition, % at 20 µM; 330,000 compounds, 0.28% hits; AID 493012, 2011;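 active means inhibition of at least 40% at 20 µM, with no more than 30% in the related APOBEC3A deaminase screen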;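 further: plate controls were DMSO wells with A3G for no effect and wells lacking A3G enzyme for full effect; some compounds called inactive have numbers as strong as hits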
# An asterisk follows results filed as active; . = no result given.
SMILES,hIAP inh,hIAP act,mIAP inh,ATG4B inhibitor,A3A deaminase,mIAP act,MPTP inh,beta cell repl,APOBEC3G inh
CC(=O)Nc1ccc(C(=O)COC(=O)c2ccco2)c(F)c1,19,0.81,2,-4,0,0.98,-1.4,6,-1
O=C(O)/C=C/C(=O)NCC1CCC(CNC(=O)/C=C/C(=O)O)CC1 (configuration not stated),17,0.83,-14,1,2,1.1,1.7,-2,-2
S=c1[nH]nc(-c2cccnc2)o1,8,0.92,-4,-9,1,1,-0.1,-1,-2
Cc1ccc(S(=O)(=O)Nc2ccc(NC(=O)c3cccs3)cc2)cc1,14,0.86,-2,-7,0,1,4.0,-1,-1
COCCNC(=O)C1CCC(Cn2c(=S)[nH]c3ccccc3c2=O)CC1 (configuration not stated),-25,1.2,-16,-4,-3,1.2,-0.3,-2,-5
CC(=O)c1cccc(NC(=O)N2CCCC2C(=O)Nc2c(C)cccc2C)c1 (configuration not stated),-2,1,-6,-4,-1,1.1,-0.1,-4,-4
O=C(c1ccccc1)N1CCN(Cc2c[nH]c3ccccc23)CC1,-2,1,-5,0,-3,1,-0.4,0,-2
Cc1ccc(C)c(C(=O)CCC(=O)N2CCN(c3ncccn3)CC2)c1,-12,1.1,-1,-6,-4,1,0.8,-1,-5
CNC(=S)N(CCc1cccc(C)c1)Cc1cc2cc(OC)c(OC)cc2[nH]c1=O,-15,1.1,-1,-18,-11,1,0.9,-2,-7
COc1ccccc1NC(=O)C(C)OC(=O)C1CCC(C(C)(C)C)CC1 (configuration not stated),-13,1.1,2,-2,1,0.98,-0.8,-5,-2
C=CCn1c(CCCNC(=O)C(C)(C)C)nc2ccccc21,5,0.95,12,-2,4,0.88,-1.7,3,5
COc1ccc(S(=O)(=O)Cc2ccc(C(=O)NC3CCCC3)o2)cc1,12,0.88,14,2,-1,0.86,-0.6,-2,-6
COc1ccc(N(CC(=O)NC2CCCC2)C(=O)Cn2nnc(-c3ccc(F)cc3)n2)cc1OC,-13,1.1,-23,-11,-8,1.2,0.1,-1,0
CCOc1ccc(CCNC(=O)CCCN2C(=O)c3ccccc3C2=O)cc1OCC,-4,1,14,-9,-3,0.86,5.5,0,-5
O=C(O)C1CSCN1S(=O)(=O)c1cccc2nsnc12 (configuration not stated),4,0.96,-7,2,5,1.1,-1.9,0,-2
CC(C)(C)CC(C)(C)NC(=O)c1ccc2snnc2c1,10,0.9,6,3,0,0.94,1.2,7,-6
COC(=O)c1[nH]c2ccc(Cl)cc2c1NC(=O)Oc1ccccc1,-18,1.2,-1,-13,-5,1,-0.7,0,-8
COc1ccc(C(=O)NC2CC(C)(C)Cc3c2cnn3-c2ccccc2)cc1OC (configuration not stated),-28,1.3,-14,-9,-4,1.1,-0.5,2,-6
CCC(C)[C@H](NC(=O)N1CC(=O)Nc2ccccc21)C(=O)N1CCC[C@H]1C(=O)O (some centres not stated),3,0.97,13,-23,1,0.87,-0.8,-2,-5
Cc1nn(C)cc1C(C)NC(=O)c1cc(COc2cccc3cnccc23)on1 (configuration not stated),2,0.97,8,17,-5,0.92,-0.5,-1,-10
O=C(O)c1ccc2c(c1)-c1cc(C(=O)O)ccc1S2(=O)=O,6,0.94,-4,1,4,1,-0.7,-2,3
Cc1ccc2occ(-c3nn[nH]n3)c(=O)c2c1,5,0.95,9,-11,1,0.91,1.3,-2,0
N#Cc1nc(Cc2cccc3ccccc23)oc1N1CCCCC1,-12,1.1,-5,-2,-1,1,4.8,-1,-1
O=C(O)Cc1nc2nc3c(c(=O)n2[nH]1)CCCC3,1,0.99,8,2,-1,0.92,-1.0,2,-4
COc1ccc(C(=O)C2CCCN(S(=O)(=O)C(C)C)C2)c(C)c1 (configuration not stated),-10,1.1,-4,3,1,1,-0.4,-1,-7

# As entered above.
# C=CCn1c(CCCNC(=O)C(C)(C)C)nc2ccccc21 in ATG4B inhibitor is entered as -2
# COC(=O)c1[nH]c2ccc(Cl)cc2c1NC(=O)Oc1ccccc1 in ATG4B inhibitor is entered as -13
# COCCNC(=O)C1CCC(Cn2c(=S)[nH]c3ccccc3c2=O)CC1 (configuration not stated) in hIAP inh is entered as -25
# COc1ccc(N(CC(=O)NC2CCCC2)C(=O)Cn2nnc(-c3ccc(F)cc3)n2)cc1OC in A3A deaminase is entered as -8

# The results go on.
SMILES,hIAP inh,hIAP act,mIAP inh,ATG4B inhibitor,A3A deaminase,mIAP act,MPTP inh,beta cell repl,APOBEC3G inh
COc1cc2c(cc1OC)CN(C(=O)Nc1ccccc1Cl)CC2,11,0.89,6,0,-1,0.94,-0.5,0,-5
CN1CCN(c2ccccc2NC(=S)NC(=O)c2cc3ccccc3o2)CC1,-25,1.2,1,-3,-6,0.99,-1.2,-8,-4
Cc1n[nH]c(C)c1S(=O)(=O)N1CCC(C(=O)N2CCn3c2nc2ccccc23)CC1,-10,1.1,-1,-9,98*,1,-0.2,-2,-4
O=C(/C(=N\Nc1ccc(Br)cc1)Sc1nnnn1-c1ccccc1)c1ccccc1,3,0.97,-4,5,-2,1,90*,-5,-8
O=C(NCCN1CCOCC1)/C(=C/c1ccco1)NC(=O)c1ccccc1,-16,1.2,-2,-2,-3,1,-0.8,1,-1
COc1cc(C(=O)NC(C)c2cccc3ccccc23)cc(OC)c1OC (configuration not stated),-32,1.3,-4,-5,-3,1,-0.5,-2,-2
Cc1ccc(S(=O)(=O)N(Cc2ccccc2)c2ccccc2C(=O)Nc2ccccc2C(=O)NCc2ccco2)cc1,4,0.96,1,-21,-2,0.99,12,-6,12
C=CCN(C(=O)CNC(=O)c1ccco1)C(C(=O)NC1CCCC1)c1ccc(OC)cc1 (configuration not stated),-2,1,3,7,-3,0.97,0.8,-1,-10
Cc1ccc(C(=O)NC2CCc3ccccc3C2=O)cc1 (configuration not stated),16,0.84,8,9,0,0.92,5.5,-3,-8
Cc1nn(C)c(Cl)c1CN1CCC(CO)(CCOc2ccccc2)CC1,-2,1,-5,10,2,1,-1.3,1,-2
O=c1[nH]c(N2CCc3ccccc3C2)nc2c1CCC2,0,1,3,-4,-4,0.97,1.4,2,-7
CC(SC1=NCCN1S(=O)(=O)c1ccccc1)c1ccccc1 (configuration not stated),20,0.8,8,-7,-4,0.92,0.8,-1,-5
C/C(=N\N=C1\NC(=O)C(CC(=O)Nc2ccc(C)c(Cl)c2)S1)C(C)C (configuration not stated),-58,1.6,1,-2,0,0.99,0.8,-4,-3
S=C(Nc1ccccc1)N1CCN(C/C=C/c2ccccc2)CC1,-15,1.1,1,-1,2,0.99,1.8,-2,-2
O=C(c1ccc(Cl)c(S(=O)(=O)Nc2ccc(F)cc2)c1)N1CCN(c2ccccn2)CC1,3,0.97,10,3,2,0.91,-2.7,0,-7
O=c1cc(-c2ccc(OCc3ccccc3)cc2)oc2cc(OCc3ccccc3)cc(OCc3ccccc3)c12,.,.,7,-3,9,0.93,-0.1,.,5
Cc1ccc([N+](=O)[O-])cc1S(=O)(=O)Nc1ccc(C(=O)NCc2ccccn2)cc1,3,0.97,3,3,-1,0.97,-1.2,0,-12
O=C(O)/C=C1\NC(=O)c2ccccc21,-6,1.1,-12,-5,-2,1.1,-2.9,-2,-4
CCOc1ncccc1C(=O)N1CCN(C(c2ccccc2)c2ccccc2)CC1,-4,1,-7,-8,2,1.1,0.2,-2,-2
Cc1cccc(NC(=O)[C@@H](NC(=O)[C@@H]2Cc3ccccc3CN2)C(C)C)c1,-13,1.1,-10,-5,1,1.1,1.9,-1,8
CC1CN/C(=C\C(=O)c2ccc(Cl)cc2)C(=O)N1 (configuration not stated),-6,1.1,-6,-3,-7,1.1,-3.3,-4,-8
CC(=O)Nc1ccc(NC(=O)/C(Cl)=C/c2ccccc2)cc1,14,0.86,-2,-13,-6,1,-1.0,-3,-9
CC(=O)c1cccc(NC(=O)C2CCN(S(=O)(=O)c3cccs3)CC2)c1,-20,1.2,-4,6,-4,1,-2.4,-3,-9
O=C(c1ccc(N2CCNCC2)cc1)c1cccnc1,-6,1.1,-3,-5,0,1,-0.2,-1,-4
CCCCN1C(=O)/C(=C(/C#N)C(N)=O)c2ccccc21,-26,1.3,4,3,-3,0.96,-1.1,0,-8
# Next entries
SMILES,hIAP inh,hIAP act,mIAP inh,ATG4B inhibitor,A3A deaminase,mIAP act,MPTP inh,beta cell repl,APOBEC3G inh
O=C(CSc1nc2c(c(=O)[nH]1)CCC2)Nc1cccc(F)c1,8,0.93,6,-8,-4,0.94,0.3,0,-9
COc1ccc(C(=O)NC2CCCCCC2)cc1S(=O)(=O)N1CCOCC1,-3,1,1,7,1,0.99,0.6,-2,-4
CO/N=C/c1ccc(N2CCN(C(=O)c3ccc(C)cc3)CC2)c([N+](=O)[O-])c1,-2,1,6,5,-1,0.94,6.8,-1,-2
S=C(N/N=C/c1ccccc1)N1CCOCC1,-6,1.1,5,2,0,0.95,-1.1,1,-7
O=C(CC(c1ccccc1)c1ccccc1O)NCCN1CCOCC1 (configuration not stated),1,0.99,0,-4,-2,0.99,-0.8,0,-5
COc1ccc(OC)c(NC(=O)CN2C(=O)CSc3ccc(S(=O)(=O)N4CCCC4)cc32)c1,10,0.9,-1,-10,1,1,-0.9,5,0
Cc1ccc(C(=O)C[n+]2cccc(C(N)=O)c2)cc1,13,0.87,8,3,-3,0.92,2.3,-1,-4
CNC(=O)CSc1cnc2ccccc2n1,-6,1.1,2,5,0,0.98,-1.2,-2,-1
CCC(C)(C)NC(=O)CCCSc1nc2ccccc2[nH]1,-7,1.1,-7,-2,-4,1.1,2.1,-2,1
Cc1ccc(CN2CCN(C/C=C/c3ccc(F)cc3)CC2CCO)o1 (configuration not stated),1,0.99,-1,-5,0,1,1.7,-2,-3
CCOC(=O)c1ccc(S(=O)(=O)NCC(C)(C)N2CCOCC2)cc1,-11,1.1,-14,-12,-8,1.1,1.2,-3,-4
Cc1cc(C)cc(N2C(=O)CC(Sc3ccccc3C(=O)O)C2=O)c1 (configuration not stated),1,0.99,1,-6,3,0.99,1.0,-3,8
Cc1ccnc(SCc2cc(=O)c(OC(=O)c3cc([N+](=O)[O-])ccc3Cl)co2)n1,25,0.75,11,-9,0,0.89,-1.0,0,-3
Cc1ccc2nc(NC(=O)c3ccc(S(=O)(=O)N4CCCc5ccccc54)cc3)sc2c1,-16,1.2,9,2,1,0.91,-0.6,-3,-4
O=C(CSc1nccc(=O)[nH]1)Nc1ccc(S(=O)(=O)N2CCOCC2)cc1,-3,1,5,2,0,0.95,-0.7,-2,-8

# Full records, looked up by structure. Order of screens: hIAP inh	hIAP act	mIAP inh	ATG4B inhibitor	A3A deaminase	mIAP act	MPTP inh	beta cell repl	APOBEC3G inh
# Record of O=C(CSc1nc2c(c(=O)[nH]1)CCC2)Nc1cccc(F)c1 = 8	0.93	6	-8	-4	0.94	0.3	0	-9
# Record of Cc1ccc(CN2CCN(C/C=C/c3ccc(F)cc3)CC2CCO)o1 (configuration not stated) = 1	0.99	-1	-5	0	1	1.7	-2	-3
